Bioassay records: PubChem, several laboratories
ERa SRC1 pot: ER-alpha (human) coactivator binding potentiation | P03372 | TR-FRET ERalpha-LBD/SRC-Cy5 coactivator binding, 2 h; 100 = basal binding, no effect | coactivator binding (% of control), % at 25.6 µM | actives 1.3% (n = 86,000); in the data active = activity above about 200%;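 also: binding measured in presence of low estradiol as agonist stimulus; 0% = peptide alone without receptor and 100% = receptor with peptide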
Candida biofilm: kills Candida albicans biofilms; AID 834; inhibition, % at 6 µM; C. albicans biofilm + clotrimazole, Alamar Blue; actives 0.14% (n = 85,000);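 active = inhibition above 20%; inactive = inhibition below 20%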;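 also: preformed 24 hr biofilms exposed to compound for 48 hr; 0% = biofilm without compound and 100% = blank killed by clotrimazole plus chlorhexidine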
ERb SRC1 inh: ER-beta (human) coactivator binding inhibition. TR-FRET ER-beta LBD / SRC1-Cy5 peptide binding; receptor agonist-loaded with 1 µM estradiol. inhibition, % at 25.6 µM. actives 1.3% (n = 86,000). AID 633;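 active = compounds whose percent inhibition of the receptor-coactivator binding signal exceeds about 50% in the single-dose screen, limit read from the data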;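 also: 0% = receptor plus peptide wells without compound and 100% = peptide-only wells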
Target sequence (Q92731 whole entry, looked up, the tested form may be a part): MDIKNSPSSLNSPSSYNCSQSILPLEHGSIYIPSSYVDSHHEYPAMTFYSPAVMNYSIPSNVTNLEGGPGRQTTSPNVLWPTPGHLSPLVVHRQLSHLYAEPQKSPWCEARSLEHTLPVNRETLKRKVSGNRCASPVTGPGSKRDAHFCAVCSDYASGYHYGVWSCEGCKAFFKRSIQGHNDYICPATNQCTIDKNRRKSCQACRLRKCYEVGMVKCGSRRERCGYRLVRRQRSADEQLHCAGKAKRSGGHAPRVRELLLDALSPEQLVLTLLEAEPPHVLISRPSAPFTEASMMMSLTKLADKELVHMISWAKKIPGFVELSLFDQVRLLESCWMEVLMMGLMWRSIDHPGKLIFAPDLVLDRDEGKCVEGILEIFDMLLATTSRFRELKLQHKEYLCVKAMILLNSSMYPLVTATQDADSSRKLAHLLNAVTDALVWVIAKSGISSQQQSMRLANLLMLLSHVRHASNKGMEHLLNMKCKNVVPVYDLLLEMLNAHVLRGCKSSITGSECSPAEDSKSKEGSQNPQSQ
Smad3 FoxH1 inh: blocks human Smad3 binding to FoxH1 peptide. P84022. TR-FRET Smad3/Dy647-FoxH1 peptide binding, europium anti-His. inhibition, % at 25 µM. actives 0.29% (n = 88,000);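 active = compounds that reduce the energy-transfer binding signal between the protein and its labelled peptide by more than half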;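 also: 0% = Smad3 plus labelled peptide maximal FRET and 100% = peptide-only background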
Target sequence (P84022 whole entry, looked up): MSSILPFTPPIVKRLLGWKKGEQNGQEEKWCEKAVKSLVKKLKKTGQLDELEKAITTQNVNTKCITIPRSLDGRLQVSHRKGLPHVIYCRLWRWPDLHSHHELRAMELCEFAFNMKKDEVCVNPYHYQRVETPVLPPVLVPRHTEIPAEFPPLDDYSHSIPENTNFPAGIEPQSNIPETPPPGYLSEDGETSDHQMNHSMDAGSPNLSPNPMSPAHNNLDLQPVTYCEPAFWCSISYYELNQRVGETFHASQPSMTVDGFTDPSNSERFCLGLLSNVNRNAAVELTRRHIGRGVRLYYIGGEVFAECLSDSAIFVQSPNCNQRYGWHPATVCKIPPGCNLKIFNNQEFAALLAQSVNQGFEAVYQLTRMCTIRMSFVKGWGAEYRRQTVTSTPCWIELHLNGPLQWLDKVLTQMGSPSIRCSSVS
HUVEC inhibit: inhibitors of human endothelial cell proliferation; HUVEC proliferation, CellTiter-Glo luminescence, 72 h; hits give low values; viability, % at 10 µM (by protocol); actives 1.1% (n = 86,000);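 active = viability at or below 30%; inactive = viability above 30%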;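 also: 100% = median luminescence of DMSO-only cell control wells on each plate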
Lung fibro prol: blocks proliferation of human lung fibroblasts; LL 47 human lung fibroblast viability, ATP luminescence; hits give low values; viability, % at 10 µM; actives 1.1% (n = 85,000); AID 719;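 active = viability at or below 50% in the single dose screen; inactive = viability above 50%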;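 also: compound exposure lasted 72 h before the ATP readout; 100% = median luminescence of untreated cell-only wells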
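Test system: LL 47 human lung fibroblasts / Incubation: 72 h compound exposure at 37 °C after overnight plating / Technique: luminescent ATP detection, CellTiter-Glo / Compound dosing: 0.1% DMSO in all compound wells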
sEH act: increases human soluble epoxide hydrolase activity; P34913; purified human sEH enzymatic activity, activator screen; activation, % at 2 µM; actives 0.04% (n = 91,000); in the data active = activation above about 37%; also: values of inactives mirror those of a sister screen read the other way
ERa SRC1 inh: ER-alpha (human) coactivator binding inhibition | P03372 | TR-FRET ER-alpha LBD / SRC-1 peptide, estradiol-bound | inhibition, % at 25.6 µM | actives 1.7% (n = 86,000) | AID 629; in the data active = inhibition above about 50%;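 also: 0% = receptor plus peptide control and 100% = peptide only without receptor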
H69AR inhibit: blocks growth of human H69AR lung tumor cells. H69AR lung tumor viability, ATP luminescence, 72 h; hits give low values. viability, % at 10 µM. actives 6% (n = 85,000);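 active = viability at or below 40%; inactive = viability above 40%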;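 also: multidrug resistant small cell line overexpressing MRP-1 efflux transporter; 100% = mean luminescence of untreated control wells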
* = called active by the depositor; . = no result given; [ ] = dose if it differs, or a comment.

entry	mol	ERa SRC1 pot	Candida biofilm	ERb SRC1 inh	Smad3 FoxH1 inh	HUVEC inhibit	Lung fibro prol	sEH act	ERa SRC1 inh	H69AR inhibit
1	Cc1cccc(-n2ccnc2SCC(=O)Nc2cc(C)on2)c1	109	5	8	3	106	102	6	-5	87
2	N#CC1=C(N)NC(SCC(=O)Nc2ccccc2)=C(C#N)C12CCCCC2	98	6	-8	4	83	91	0	-6	61
3	Nc1nc(NC(=O)c2cccc(S(=O)(=O)N3CCCCCC3)c2)nc(-c2ccccc2)n1	104	4	6	-5	63	25*	4	5	5.3*
4	COC(=O)C(NC(C)=O)(Nc1ccc(Br)cn1)C(F)(F)F (stereo not drawn)	93	7	16	-10	101	107	.	21	111
5	Cc1cc(C)n2nc(-c3ccc(F)cc3)nc2n1	111	0	-2	-6	96	80	-10	-9	89
6	Cc1ccc(OCc2nc(-c3ccc(Cl)cc3)n[nH]2)cc1	98	4	-8	-1	109	107	-14	-11	92
7	Oc1c(C=NCc2ccc(F)cc2)[nH]c2ccc(Br)c(Cl)c12	71[fluorescence artefact?]	-2	15[fluorescence artefact?]	-3	64	96	-2	25	58
8	Cn1cnnc1SC(C(=O)c1ccccc1)c1ccccc1 (stereo not drawn)	113	5	5[fluorescence artefact?]	4	95	95	7	14[fluorescence artefact?]	103
9	Cc1nc2c(c(=O)n1CCC1=CCCCC1)c1nc3ccccc3nc1n2/N=C/c1ccccc1	134[fluorescence artefact?]	3	7	3	97	109	-10	7	84
10	CCOC(=O)Cc1csc(SCC(=O)N2CCN(c3ccc(OC)cc3)CC2)n1	110	8	1	2	99	99	-5	4	89
11	CC1CCN(c2nc3c(c(=O)n(C)c(=O)n3C)n2CCSc2nc3ccccc3o2)CC1	114	0	-6	0	106	92	-3	-8	69
12	NC(=O)CN1CCN(C(=O)NC2CCCCC2)CC1	107	4	-8	-5	102	97	.	21	98
13	O=C(OCC(=O)N1CCN(C(=O)COC(=O)c2ccncc2)CC1)c1ccncc1	96	.	-12	7	100	96	1	-4	89
14	Cc1csc(SCC(=O)NCc2cccs2)n1	117	0	7	0	102	102	.	-3	100
15	Cc1cc(C)c2c(n1)sc1c(=O)n(Cc3ccccc3Cl)nnc12	104	-9	-5	-12	108	102	4	-3	99
16	COC(=O)c1cc(-c2ccccc2)n(CC(=O)O)c1C	87	-6	-14[fluorescence artefact?]	-11	88	99	.	-2	87
17	COC(=O)c1ccc2c(=O)[nH]c(CN3c4ccccc4CC3C)nc2c1 (stereo not drawn)	148	3	8	1	84	100	-6	-1	51
18	CCN1C(c2ccccc2)C(C)C(=O)C(C)C1c1ccccc1 (stereo not drawn)	105	3	-3[fluorescence artefact?]	9	100	94	10	1[fluorescence artefact?]	62
19	O=C1NC(c2ccccn2)Nc2sc3c(c21)CCC3 (stereo not drawn)	83[fluorescence artefact?]	-1	8[fluorescence artefact?]	-2	72	84	3	-7[fluorescence artefact?]	43
20	CCc1nnc(NC(=O)c2cccc(NC(=O)C(C)C)c2)s1	99	4	-5	-15	105	97	3	-8	98
21	CCOc1ccccc1CNS(=O)(=O)c1ccc2c(c1)oc(=O)n2C	132	8	-10[fluorescence artefact?]	-3	103	95	.	-7	96
22	CCCC(=O)Nc1ccc(-c2nc3cc(C)c(C)cc3o2)c(O)c1	190	7	40[fluorescence artefact?]	-26[fluorescence artefact?]	105	85	1	50[fluorescence artefact?]	55
23	Cc1cc(=O)n2c3c(cccc13)CCC2	101	9	1	3	101	97	12	-8	91
24	Nn1c(SCC(=O)N2CCOCC2)nnc1-c1ccco1	100	4	15	1	99	101	-1	-6	100
25	Cc1cc(NC(=O)CCCC(=O)Nc2ccc(F)cc2)no1	125	-2	-6[fluorescence artefact?]	8	101	99	-6	-3	96
26	COC(=O)c1c(NC(=O)c2ccco2)sc(C(=O)Nc2ccc(F)cc2)c1C	108[fluorescence artefact?]	3	-1	6	34	100	-2	15[fluorescence artefact?]	3.6*
27	CC12Cc3ccc4ccccc4c3C=C1C[N+](C)(C)C2 (stereo not drawn)	98	10	-9	18[fluorescence artefact?]	90	87	6	2	87
28	CCOC(=O)N1CCN(C(=O)CSc2ccc(Cl)cc2)CC1	96	7	0	-1	100	97	-13	-2	101
29	CCn1c(SCC(=O)c2c(N)n(C)c(=O)n(C)c2=O)nc2sc(C)c(C)c2c1=O	60[fluorescence artefact?]	2	21[fluorescence artefact?]	0	102	98	.	28	92
30	CO/N=C/c1ccc(Sc2ccccc2)c([N+](=O)[O-])c1	99	2	-11	3	102	89	-10	-5	101
31	CCCCn1c(CCC)nc([N+](=O)[O-])c1Sc1ccc(Cl)cn1	125[fluorescence artefact?]	3	-5	5[fluorescence artefact?]	77	72	6	4	2.4*
32	O=C(NCCCN1CCOCC1)C1(c2ccccc2)CCOCC1	106	-1	1	-9	96	100	-6	-6	103
33	CCC(Oc1ccccc1)C(=O)N1CCN(C(=O)C(CC)Oc2ccccc2)CC1 (stereo not drawn)	102	6	-4	-6	102	94	-2	0	81
34	Cc1ccc(N2C(=O)CC(Cn3nc(C)cc3C)C2=O)cc1 (stereo not drawn)	111	1	-2	-10	104	97	-7	-5	102
35	Cc1nc2ccccc2c(=O)n1NC(=O)c1c(O)c2ccccc2n(C)c1=O	106[fluorescence artefact?]	5	4[fluorescence artefact?]	9	107	92	.	8	97
36	CSc1ccccc1NC(=O)c1noc2c1CCC2	52[fluorescence artefact?]	9	86*	1[fluorescence artefact?]	98	102	3	92*[fluorescence artefact?]	65
37	c1ccc(-c2[nH]ncc2-c2nc3ccccc3[nH]2)cc1	104	-1	-2	10	102	108	0	-5	92
38	NC(=O)CSc1nc(-c2ccccc2Cl)ns1	106	3	-1	3	89	94	6	4	93
39	O=C(O)c1ccc(-c2ccccc2C(F)(F)F)o1	119	-2	-3[fluorescence artefact?]	-5	108	103	13	-11[fluorescence artefact?]	102
40	NC(=O)CCS(=O)(=O)c1ccccc1	136	-2	1	3	92	98	8	4	100
41	CC(=O)C1=C(O)C(=O)N(Cc2ccco2)C1c1ccc2c(c1)OCO2 (stereo not drawn)	94	2	8	1	94	100	6	7	104
42	Cc1cc(NC(=O)c2cc(-c3cccs3)on2)no1	90	4	-9[fluorescence artefact?]	11	99	98	3	-30	106
43	COC(=O)c1cc(NC(=O)CSc2nc(C)cc(=O)[nH]2)cc(C(=O)OC)c1	123	3	-2	-6	100	103	6	0	85
44	CCOC(=O)C1CCN(C(=O)C(=O)N2CCC(C(=O)OCC)CC2)CC1	105	-1	-5	1	105	99	-3	-11	104
45	COc1ccc(C(=O)NCC(=O)OCC(=O)Nc2c(C)n(C)n(-c3ccccc3)c2=O)cc1	105	4	-5	8	108	95	8	3	81
46	O=C(c1cn(-c2ccccc2)nc1-c1ccccc1)n1nnc2ccccc21	101[fluorescence artefact?]	2	-14	8	61	81	-6	-8	81
47	CCNC(=O)NC(=O)COc1ccccc1C#N	332*[fluorescence artefact?]	-4	-24	-10	96	96	.	-25[fluorescence artefact?]	99
48	CCc1ccccc1NC(=O)CSc1nnc([C@@H]2CCCN2C(=O)OC(C)(C)C)o1	143[fluorescence artefact?]	7	-5	-2	95	95	7	-7	2.1*
49	CCC(C)n1cnc2c(c1=O)c1nc3ccccc3nc1n2Cc1ccc2c(c1)OCO2 (stereo not drawn)	123	5	11	20	71	92	-4	2[fluorescence artefact?]	69
50	O=C(CSc1nc2ccccc2c(=O)[nH]1)N1CCCCCC1	83	2	13	-12	87	96	-1	1	75
51	CN(C)CCCNC(=O)c1cc(Br)ccc1Cl	100	3	3	16	96	99	14	4	97
52	Cc1csc(=N)n1-c1ccc(Cl)cc1	103[fluorescence artefact?]	-1	-18[fluorescence artefact?]	-6	114	102	35	-23[fluorescence artefact?]	100
53	Cc1cc(N2CCOCC2)nc(SCC(=O)c2ccc(Cl)cc2)n1	103	5	2[fluorescence artefact?]	1	93	87	5	-1	79
54	CN(NS(=O)(=O)c1ccccc1)c1nc2ccccc2nc1C(F)(F)F	117	5	-27	13	91	93	-1	-4	65
55	CC(=O)c1cccc(NC(=O)c2oc(C)nc2C)c1	98	0	13	3	103	96	10	-3	91
56	CCOC(=O)c1ccccc1NC(=O)c1cccc2c1C(=O)N(C1CCN(C(=O)OCC)CC1)C2	123	-3	6	-2	94	95	-11	6	42

Later entries.
entry	mol	ERa SRC1 pot	Candida biofilm	ERb SRC1 inh	Smad3 FoxH1 inh	HUVEC inhibit	Lung fibro prol	sEH act	ERa SRC1 inh	H69AR inhibit
57	CCOC(=O)Cn1c(=N)n(Cc2ccccc2F)c2ccccc21	119	8	-2	-6	97	106	-7	-8	101
58	CC1=CC(C)(C)Nc2ccc(OC(=O)c3cccnc3)cc21	116	4	1[fluorescence artefact?]	-5	53	23*	-1	4	2.6*
59	O=C(c1ccc2c(c1)N(Cc1ccccc1)C(=O)c1ccccc1S2)N1CCCC1	99	10	1[fluorescence artefact?]	0	102	96	-11	6[fluorescence artefact?]	29*
60	CCc1ccc2c(c1)C1(NN=C(c3ccc(C)cc3)S1)C(=O)N2 (stereo not drawn)	50[fluorescence artefact?]	-4	-4	-4	9.8*	47*	-1	-6[fluorescence artefact?]	2.3*
61	O=C1CC(N2CCN(c3nc4ccccc4s3)CC2)C(=O)N1Cc1cccs1 (stereo not drawn)	80	4	-11	1	96	95	1	-8	84
62	Cc1cc(NC(=O)CSc2nnc(COc3cccc(C)c3C)n2C)no1	125	6	-2[fluorescence artefact?]	7	71	92	-1	9[fluorescence artefact?]	91
63	COc1ccc(NC(=O)Cc2nnc(SCC(=O)Nc3cc(C)ccc3OC)n2C)cc1	97	7	-4	3	92	99	18	-5	93
64	COc1cccc(/C=N/n2c(SC)nnc2-c2ccccc2)c1OC	105	-3	8[fluorescence artefact?]	-17	90	105	.	22	96

Copied from the entries so far for reference:
entry	mol	ERa SRC1 pot	Candida biofilm	ERb SRC1 inh	Smad3 FoxH1 inh	HUVEC inhibit	Lung fibro prol	sEH act	ERa SRC1 inh	H69AR inhibit
1	Cc1cccc(-n2ccnc2SCC(=O)Nc2cc(C)on2)c1	109	5	8	3	106	102	6	-5	87
2	N#CC1=C(N)NC(SCC(=O)Nc2ccccc2)=C(C#N)C12CCCCC2	98	6	-8	4	83	91	0	-6	61
3	Nc1nc(NC(=O)c2cccc(S(=O)(=O)N3CCCCCC3)c2)nc(-c2ccccc2)n1	104	4	6	-5	63	25*	4	5	5.3*

Going on with the list.
entry	mol	ERa SRC1 pot	Candida biofilm	ERb SRC1 inh	Smad3 FoxH1 inh	HUVEC inhibit	Lung fibro prol	sEH act	ERa SRC1 inh	H69AR inhibit
65	CCN1CCN(c2c(Cl)cccc2NC(=O)c2ccco2)CC1	107	-3	-12	4	86	92	0	-13	87
66	Cc1ccc(NC(=O)Cn2nc(C)c3ccccc3c2=O)c(C)c1	122	6	-4	-7	105	95	10	-10	96
67	O=c1c2[nH]c3ccc(F)cc3c2ncn1C1CCCCC1	113[fluorescence artefact?]	3	11[fluorescence artefact?]	8	89	103	-2	10[fluorescence artefact?]	84
68	CC1(C)C/C(=C(/C#N)C(N)=O)CCO1	108	-2	0[fluorescence artefact?]	1	100	99	-11	12	100
69	COC(=O)CCc1c(C)nn(-c2ccccc2)c1C	116	-4	7	4	93	101	-3	0	85
70	c1cc2c3c(cccc3c1)NC1(CCCCC1)N2	135	3	38	16	70	83	12	21[fluorescence artefact?]	97
71	CN(C(=O)C1CCCO1)c1nnc(-c2cnccn2)s1 (stereo not drawn)	103	-5	9[fluorescence artefact?]	15	91	105	-3	6	91
72	CCc1[nH]nc2c1C(C(C)C)C(C#N)=C(N)O2 (stereo not drawn)	130	4	-7	-7	83	99	.	2	89
73	Cc1ccccc1CN(c1ccc(C(=O)N2CCc3ccccc3C2)cc1)S(C)(=O)=O	86	5	3	-3	101	94	9	-1	80
74	CCOC(=O)Nc1ccc(S(=O)(=O)Nc2nc(C)cc(C)n2)cc1	99	1	18	-4	105	104	-1	-11	102

The list is partial (hit frequency here may not be typical).
